# Assay outcomes: PubChem BioAssay, Johns Hopkins Ion Channel Center
# RGS4 inh: RGS4 inhibitors, primary screen, cell-based, HEK293 M3R inducible RGS4, calcium flux. Regulator of G-protein signaling 4 (Homo sapiens), P49798. Fluo-4 calcium flux; active compounds read high; triggered by carbachol at its EC20. B-score at 10 µM. 310,000 tested, 0.45% active. AID 463165, 2010;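 active means B-score, a plate-corrected calcium signal, over three deviations above library mean, with baseline fluorescence within five deviations of library mean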;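 further: RGS4 expression induced by doxycycline in cells with stable M3 receptor; B-score is computed from the integrated fluorescence ratio over baseline after carbachol; higher B-score means a larger calcium signal and so more RGS4 inhibition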
# Target sequence (P49798 whole entry, looked up): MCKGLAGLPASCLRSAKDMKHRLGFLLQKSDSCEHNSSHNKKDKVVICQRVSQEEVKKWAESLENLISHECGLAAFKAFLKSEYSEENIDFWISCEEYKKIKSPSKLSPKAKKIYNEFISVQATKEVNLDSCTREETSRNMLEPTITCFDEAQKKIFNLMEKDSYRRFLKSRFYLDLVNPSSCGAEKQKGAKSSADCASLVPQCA
# MrgX1 allo act: positive allosteric modulators of MrgX1, primary screen, HEK293 cells, Fluo-4 calcium flux; Mas-related G-protein coupled receptor member X1 (Homo sapiens), Q96LB2; FDSS; active compounds read high; B-score at 10 µM; 310,000 tested, 0.63% active; AID 588675, 2011;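 active means plate-corrected calcium response at least 3 library SD above typical, normal starting fluorescence, not activating the receptor alone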;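 further: compound read alongside a low EC10 to EC30 dose of BAM8-22 agonist; peak minus trough fluorescence over baseline measured at the second addition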
# Target sequence (Q96LB2 whole entry, looked up): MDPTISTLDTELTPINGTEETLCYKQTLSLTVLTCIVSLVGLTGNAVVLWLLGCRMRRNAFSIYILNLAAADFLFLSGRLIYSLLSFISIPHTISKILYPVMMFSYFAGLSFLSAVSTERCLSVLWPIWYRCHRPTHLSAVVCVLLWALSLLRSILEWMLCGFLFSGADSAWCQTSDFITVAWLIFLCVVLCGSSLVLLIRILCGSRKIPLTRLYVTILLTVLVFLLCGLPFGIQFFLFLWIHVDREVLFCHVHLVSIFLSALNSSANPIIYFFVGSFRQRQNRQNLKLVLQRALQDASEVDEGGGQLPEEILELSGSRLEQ
# MrgX1 ag: agonists of human MrgX1 receptor, primary screen, HEK293 cells, Fluo-4 calcium flux | Fluo-4 calcium fluorescence, agonist mode; active compounds read high | B-score at 10 µM | 310,000 tested, 0.44% active | AID 588627, 2011;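 active means calcium response B-score plate-corrected fluorescence ratio at least 3 library SD, with starting fluorescence B-score inside 5 SD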
#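 Assay system: stable human MrgX1 HEK293 cell line. Quantity: 15,000 cells per well. Schedule: cells plated overnight, dye loaded 0.5 h 37 °C, 0.5 h room temperature. Detection: Fluo-4 NW calcium-flux fluorescence, kinetic read. Read-out basis: peak-minus-minimum fluorescence over baseline, converted to B scores. Control set: positive and negative control wells on each plate.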
# RGS4 act: RGS4 potentiators or activators, primary screen, cell-based, HEK293 M3R inducible RGS4, calcium flux. carbachol calcium flux Fluo4; active compounds read low. B-score at 10 µM. 310,000 tested, 0.92% active;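 active means B-score of the integrated calcium signal more than 4 SD below the library mean, with starting fluorescence not abnormally high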;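 further: negative B-score means reduced calcium response which marks RGS4 activation or potentiation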
#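 test system = M3R-expressing HEK293 line, RGS4 induced by doxycycline | probe or stimulus = carbachol at ECmax as muscarinic agonist stimulus | timing = dye loading 30 min 37 °C, buffer rest 30 min RT | signal = calcium dye Fluo4 fluorescence | evaluation = B score from integrated fluorescence ratio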
# KCNK9 block: KCNK9 potassium channel inhibitors, primary screen, HEK293 cells, thallium flux. B-score at 10 µM. FluxOR thallium flux fluorescence; active compounds read low. 310,000 tested, 1.2% active;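 active means ratio B-score over 3 SD below the library mean, with starting fluorescence within 5 SD of its mean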;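 further: negative B-score means less thallium flux so channel inhibition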
# KCNQ1 act: potentiators or activators of KCNQ1 channel, primary screen, cell-based, thallium flux, high-throughput. Potassium voltage-gated channel subfamily KQT member 1 (Homo sapiens), P51787. CHO-K1 KCNQ1, thallium flux FluxOR fluorescence; active compounds read high. B-score at 10 µM. 310,000 tested, 0.35% active. AID 2648, 2010;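 active means fluorescence ratio B-score, a plate-corrected score, at least three library SD, with initial intensity B-score within 5 SD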
#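 Test system: CHO-K1 cells stably expressing KCNQ1 / Medium: assay buffer / Also added: depolarizing K+/Tl+ stimulus, K2SO4 and Tl2SO4 each 12.5 mM in 5x stock / Incubation: 90 min dye loading and 20 min compound exposure, both at room temperature / Signal: thallium influx via FluxOR fluorescence, kinetic imaging / Evaluation: B score of baseline-normalized fluorescence ratio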
# KCNK3 inh: human KCNK3 channel inhibitors, primary screen, CHO cells, FluxOR thallium flux, B-score | FluxOR fluorescence; active compounds read low | B-score at 10 µM | 340,000 tested, 0.84% active | AID 602410, 2012;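 active means B-score under library mean minus 4 SD, starting fluorescence ratio at most library mean plus 5 SD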;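 further: more negative B-score means stronger inhibition of thallium flux through KCNK3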
# Target sequence (O14649 whole entry, looked up): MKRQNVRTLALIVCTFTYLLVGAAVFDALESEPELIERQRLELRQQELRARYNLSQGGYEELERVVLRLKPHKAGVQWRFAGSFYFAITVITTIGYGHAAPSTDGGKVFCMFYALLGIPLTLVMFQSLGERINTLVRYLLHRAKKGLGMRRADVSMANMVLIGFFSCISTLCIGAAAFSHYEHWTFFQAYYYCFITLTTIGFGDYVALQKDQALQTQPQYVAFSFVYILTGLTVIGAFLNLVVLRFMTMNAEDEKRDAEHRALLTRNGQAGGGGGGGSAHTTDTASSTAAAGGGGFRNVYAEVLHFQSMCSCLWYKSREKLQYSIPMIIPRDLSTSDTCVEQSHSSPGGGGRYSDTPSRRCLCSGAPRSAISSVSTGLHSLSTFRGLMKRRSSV
# hERG rescue: hERG rescue from dofetilide block, primary screen, cell-based, CHO-hERG, FluxOR thallium flux, dofetilide IC70; Voltage-gated inwardly rectifying potassium channel KCNH2 (Homo sapiens), Q12809; dofetilide IC70 present; activation (rescue from dofetilide block), less the hit threshold, % at 10 µM; 310,000 tested, 0.51% active; AID 1511, 2009;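 active means activation above the mean of controls blocked by dofetilide plus 5 SD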;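 further: thallium influx through hERG after potassium depolarization seen as dye fluorescence rise; in these data hits start at about 4.7%; inactives centre near -7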
# TMEM16A act: TMEM16A chloride channel activators or potentiators, primary screen, cell-based, HTS; Anoctamin-1 (Mus musculus), Q8BHY3; HEK293 TMEM16A/YFP-H148Q/I152L, iodide quench fluorescence; active compounds read low; B-score at 10 µM; 340,000 tested, 0.3% active; AID 623877, 2012;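 active means fluorescence-ratio B-score plate-corrected deviation score at least 3 library SD below zero, with starting fluorescence score within 5 deviations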;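 further: channel opened by trigger with iodide after compound preincubation; score built on the fluorescence ratio of max minus min over baseline; more negative score means more quench and so TMEM16A activation or potentiation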
# ANO1 block: TMEM16A chloride channel inhibitors, primary screen, cell-based, HTS; HEK293 TMEM16A/YFP iodide influx fluorescence, ionomycin; normalized B-score (activity score, 25-100; higher = stronger inhibition) at 10 µM; 310,000 tested, 1.2% active; AID 588511, 2011;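 active means ratio plate-corrected score three or more library SD toward inhibition, starting fluorescence score within five deviations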;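 further: score derived from kinetic fluorescence span divided by baseline fluorescence per well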
# KCNQ1 block: inhibitors of human KCNQ1 channel, primary screen, cell-based, thallium flux, high-throughput; Potassium voltage-gated channel subfamily KQT member 1 (Homo sapiens), P51787; B-score at 10 µM; CHO-K1 KCNQ1, FluxOR thallium flux fluorescence; active compounds read high; 310,000 tested, 1.3% active;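 active means compounds whose thallium flux B-score, printed positive for inhibition, exceeds three library SD while starting fluorescence stays within three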;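 further: channel opened by potassium depolarization with thallium stimulus after 20 min compound exposure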
# An asterisk follows results filed as active; i = inactive; . = no result given.
SMILES,RGS4 inh,MrgX1 allo act,MrgX1 ag,RGS4 act,KCNK9 block,KCNQ1 act,KCNK3 inh,hERG rescue,TMEM16A act,ANO1 block,KCNQ1 block
CCOCCCNC(=O)c1cn(CC(C)C)c(=O)c2cc(OC)c(OC)cc12,i,.,.,i,i,i,i,-2,i,.,i
Cc1cc(N=Nc2ccccc2C(=O)O)c(C)c(C)c1O,i,i,i,i,i,i,i,-8,i,i,i
O=C(O)c1cn(Cc2ccccc2)nc1-c1cccnc1,i,i,i,i,i,i,i,-3,i,i,i
Cc1c(/C=N/NC(=O)C2(O)c3ccccc3-c3ccccc32)cnn1C,i,i,i,i,i,i,i,1,i,i,i
COc1ccccc1NC(=O)/C(=C/c1cccs1)NC(=O)c1ccco1,i,i,i,i,i,i,i,-9,i,i,i
COc1ccc(N2C(=S)NC3N2C(=S)NC3(C)c2ccccc2)cc1 (stereo not drawn),i,i,i,i,i,i,i,-11,i,i,i
O=C(COc1ccc2c(c1)oc(=O)c1ccccc12)N[C@@H](Cc1ccccc1)C(=O)O,i,i,i,i,i,i,i,-6,i,i,i
Cc1nc2ccc(NC(=O)N3CCOCC3)cc2s1,i,i,i,i,i,i,i,-4,i,i,i
Cc1cc(C)nc(N2CCCC(C(=O)Nc3cccc(Cl)c3)C2)n1 (stereo not drawn),i,i,i,i,i,i,i,-3,i,i,i
CC(C)(Oc1ccc(CCNC(=O)c2ccc(Cl)cc2)cc1)C(=O)O,i,i,i,i,i,i,i,-7,i,i,i
COc1ccc(N(CC(=O)N2CCC(C(N)=O)CC2)S(=O)(=O)c2ccccc2)cc1,i,i,i,i,i,i,i,-6,i,i,i
O=[N+]([O-])c1ccc(O)c(NC(=S)Nc2ccccc2)c1,i,i,i,i,i,i,i,-10,i,i,i
CC(=O)N[C@@H](C)C(=O)N1CCC(n2nccc2NC(=O)CCCc2ccccc2)CC1,i,i,i,i,i,i,i,-9,i,i,i
O=c1[nH]nc2n1CCCCC2,i,i,i,i,i,i,i,-6,i,i,i
COC(=O)C(C)N(C#N)c1nc(C)nc(C)n1 (stereo not drawn),i,i,i,i,i,i,i,-5,i,i,i
Cc1ccc(S(=O)(=O)N2CCOCC2)cc1NC(=O)C1=NN(c2ccccc2)C(=O)CC1,i,i,i,i,i,i,i,-11,i,i,i
N=C(N)SCc1nc2ccccn2c1Br,i,i,i,i,i,i,i,-4,i,i,i
COc1ccc(-c2nc3ccccc3nc2-c2ccc(OC)cc2)cc1,i,i,i,-7*,i,i,i,-9,i,i,10*
COc1ccc(OCCCC(=O)OCC(=O)c2ccc3c(c2)NC(=O)CO3)cc1,i,i,i,i,i,i,i,-15,i,i,i
CCOC(=O)CSCc1nc(-c2ccc(Cl)cc2)oc1C,i,i,i,i,i,i,i,-2,i,i,i
COc1cc(OC)c2ccc(=O)oc2c1C(CC(=O)N1CCCC(C)C1)c1ccc2c(c1)OCO2 (stereo not drawn),i,i,i,i,i,i,i,-10,i,i,i
Cc1ccc(NC(=O)C2CCCN2C(=O)NC2CCCCC2)cc1 (stereo not drawn),i,i,i,i,i,i,i,-20,i,i,i
Cc1cc(/C=C2/C(=N)N3C(c4ccccc4)=CSC3=NC2=O)c(C)n1-c1ccccc1,i,i,i,i,i,i,i,-10,i,i,i
Cc1c(NC2=C(Cl)C(=O)N(c3ccccc3Cl)C2=O)c(=O)n(-c2ccccc2)n1C,i,i,i,i,i,i,i,-8,i,i,i
O=[N+]([O-])c1cccc(S(=O)(=O)N2CCCC2)c1,i,i,i,i,i,i,i,1,i,i,i

# New compounds follow:
SMILES,RGS4 inh,MrgX1 allo act,MrgX1 ag,RGS4 act,KCNK9 block,KCNQ1 act,KCNK3 inh,hERG rescue,TMEM16A act,ANO1 block,KCNQ1 block
O=C(N/N=C\c1ccc(-c2ccc(Cl)c(Cl)c2)o1)C(=O)N1CCCC1,i,i,i,i,i,i,i,-4,i,i,i
COc1ccc(NC(=O)C(=O)NCCC2CCCCN2S(=O)(=O)c2ccccc2)cc1 (stereo not drawn),i,i,i,i,i,i,i,-4,i,i,i
COc1cc(-c2nnc(SCc3ccccc3Cl)o2)cc(OC)c1OC,i,i,i,i,i,i,i,-10,i,i,i
COc1ccc(OC)c2[nH]c(=O)c(CCNC(=O)CC(C)C)cc12,i,i,i,i,i,i,i,0,i,i,i
Cc1nc(C)n(CC(O)COc2ccc3c(c2)CCC3)n1 (stereo not drawn),i,i,i,i,i,i,i,-1,i,i,i
CCOc1ccc(-c2nc(CSCC(=O)NC3CC3)c(C)o2)cc1,i,i,i,i,i,i,i,-6,i,i,i
C#CCNC(=O)C1=C[C@@H](c2csc3ccccc23)[C@H](CCCO)[C@@H](OCC)O1,i,i,i,i,i,i,i,-11,i,i,i
Cc1cc(NC(NC(=O)c2ccco2)(C(F)(F)F)C(F)(F)F)no1,i,i,i,i,i,i,i,-20,i,i,i
CC(NC(=O)c1cccnc1Sc1ccccc1)c1ccc(S(N)(=O)=O)cc1 (stereo not drawn),i,i,i,i,i,i,i,-5,i,i,i
Cc1ccc(CN2CCNC(=O)C2CC(=O)N(Cc2c(C)nn(C)c2C)C2CC2)o1 (stereo not drawn),i,i,i,i,i,i,i,4,i,i,i
NS(=O)(=O)c1ccc(CCNC(=O)COC(=O)/C=C/c2ccccc2Cl)cc1,i,i,i,i,i,i,i,-11,i,i,i
COC(=O)c1cccc(S(=O)(=O)N2CCC(NC(=O)Nc3cccc(F)c3)CC2)c1,i,i,i,i,i,i,i,-9,i,i,i
COC(=O)C1=C(C)N(CC2CC2)C(=NCc2cccc(Cl)c2)N[C@H]1c1ccccc1,i,i,i,i,i,i,i,-18,i,i,i
CC1(C)COC(c2cccc(C3=NC(C)(C)CO3)n2)=N1,i,i,i,i,i,i,i,-4,i,i,i
Cc1onc(-c2ccccc2Cl)c1NC(=O)NCc1cccs1,i,i,i,i,i,i,i,-13,i,i,i
Cc1ccc(NC(=O)Nc2ncnc3nc[nH]c23)cc1,i,i,i,i,i,i,i,-14,i,i,i
CC1CCCC(C)N1CCCNC(=O)c1csc2c1CCCCC2 (stereo not drawn),i,i,i,i,i,i,i,-7,i,i,i
CCC1(C)Cc2[nH]c(=O)c(C#N)cc2CO1 (stereo not drawn),i,i,i,i,i,i,i,-8,i,i,i
CCOC(=O)Cc1csc(NC(=O)Cc2cccs2)n1,i,i,i,i,i,i,i,-9,i,i,i
Cc1noc(NS(=O)(=O)c2ccc(N/C=C\C(=O)c3ccc4c(c3)OCO4)cc2)c1C,i,i,i,i,i,i,i,-11,i,i,i
CCCSc1ncnc2sc(C)c(C)c12,i,i,i,i,i,i,i,-10,i,i,i
CCOc1ccc(-c2noc(CCC(N)=O)n2)cc1OCC,i,i,i,i,i,i,i,-12,i,i,i
Cc1ccc(S(=O)(=O)NCC(=O)NC2CCCC2)cc1,i,.,.,i,i,i,i,-9,i,.,i
CCCC(=O)Nc1cc(-c2nnc(OC)c3ccccc23)ccc1N1CCOCC1,i,i,i,i,i,i,i,-3,i,i,i
CCN(CC)S(=O)(=O)c1cccc(C(=O)OCC(=O)Nc2ccc3c(c2)c2ccccc2n3CC)c1,i,i,i,i,i,i,i,-12,i,i,i

# (further entries)
SMILES,RGS4 inh,MrgX1 allo act,MrgX1 ag,RGS4 act,KCNK9 block,KCNQ1 act,KCNK3 inh,hERG rescue,TMEM16A act,ANO1 block,KCNQ1 block
CCCOc1nc2c(c(=O)n(C)c(=O)n2C)n1Cc1cccc2ccccc12,i,i,i,i,i,i,i,-18,i,100*,i
CCCc1cc(=O)[nH]c(SCCCCN2C(=O)c3ccccc3C2=O)n1,i,i,i,i,i,i,i,-23,i,i,i
CCOC(=O)CN(C)Cc1c[nH]c2ccccc12,i,i,i,i,i,i,.,-5,.,i,i
C=CCN(c1ccccc1)S(=O)(=O)c1cccc(C(=O)OCC(=O)NC2CC2)c1,i,i,i,i,i,i,i,-8,i,i,i
COc1ccccc1C(=O)NC(=O)COC(=O)c1ccc(NC(=O)CC#N)cc1,i,i,i,i,i,i,i,-12,i,i,i
Cc1cc(-c2nc(-c3ccncc3)no2)ccc1[N+](=O)[O-],i,i,i,i,i,i,i,-5,i,i,i
COc1cc(OC)c(C2CC(=O)N3CN(C)CSC3=C2C#N)cc1OC (stereo not drawn),i,i,i,i,i,i,i,-4,i,i,i
O=C(Nc1ccc(S(=O)(=O)N2CCCCCC2)cc1)c1ccco1,i,i,i,i,i,i,i,-19,i,i,i
O=C(NC1CCCc2ccccc21)C1CCN(c2c3c(nc4ncnn24)CCC3)CC1 (stereo not drawn),i,i,i,i,i,i,i,-10,i,i,i
Cc1ccc(N2C(=O)C(NC(=O)c3c(F)cccc3F)(C(F)(F)F)C3=C2CC(C)(C)CC3=O)cc1 (stereo not drawn),i,i,i,i,i,i,i,-10,i,i,i
O=C1NC(c2ccccc2)C(C(=O)c2cccs2)C(O)(C(F)(F)F)N1 (stereo not drawn),i,i,i,i,i,i,i,-8,i,i,i
